Source: PubChem BioAssay
RAD54 inh = inhibitors of human RAD54 branch migration, primary screen, biochemical, fluorescence, single point | DNA repair and recombination protein RAD54-like (Homo sapiens), Q92698 | RAD54 Holliday junction branch migration, FAM/BHQ fluorescence | inhibition, % at 10.4 µM | 360,000 compounds, 0.14% hits;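 active = mean normalized replicate activity at least 40 and at least half of replicates scoring 40 or more; inconclusive = only one of the two criteria met; inactive = mean below 40 and under half of replicates reaching 40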;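 also: 0% = median of neutral control wells and 100% = median of positive control wells; inhibitors cause a drop in the FAM fluorescence signal; in these data hits start at about 50%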
E-selectin induc = E-selectin induction in HUVECs, primary screen, imaging, HUVEC, immunofluorescence imaging, single point. AID 686992, 2013. P16581. activation, % at 7.58 µM. normalized: neutral wells 0, TNF-alpha wells 100. 260,000 compounds, 0.37% hits;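 active = mean E-selectin-positive cell signal at least 10% of the positive control, reached in at least 60% of replicates, without over 20% cell loss; inconclusive = no rule given, readout overlaps actives, possibly toxicity-flagged; inactive = the rest, including those meeting only one limit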;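 also: in these data hits start at about 27%; measured in HUVEC primary endothelial cells; signal is the percent of cells scored E-selectin positive by PE staining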
Target sequence (P16581 whole entry, looked up): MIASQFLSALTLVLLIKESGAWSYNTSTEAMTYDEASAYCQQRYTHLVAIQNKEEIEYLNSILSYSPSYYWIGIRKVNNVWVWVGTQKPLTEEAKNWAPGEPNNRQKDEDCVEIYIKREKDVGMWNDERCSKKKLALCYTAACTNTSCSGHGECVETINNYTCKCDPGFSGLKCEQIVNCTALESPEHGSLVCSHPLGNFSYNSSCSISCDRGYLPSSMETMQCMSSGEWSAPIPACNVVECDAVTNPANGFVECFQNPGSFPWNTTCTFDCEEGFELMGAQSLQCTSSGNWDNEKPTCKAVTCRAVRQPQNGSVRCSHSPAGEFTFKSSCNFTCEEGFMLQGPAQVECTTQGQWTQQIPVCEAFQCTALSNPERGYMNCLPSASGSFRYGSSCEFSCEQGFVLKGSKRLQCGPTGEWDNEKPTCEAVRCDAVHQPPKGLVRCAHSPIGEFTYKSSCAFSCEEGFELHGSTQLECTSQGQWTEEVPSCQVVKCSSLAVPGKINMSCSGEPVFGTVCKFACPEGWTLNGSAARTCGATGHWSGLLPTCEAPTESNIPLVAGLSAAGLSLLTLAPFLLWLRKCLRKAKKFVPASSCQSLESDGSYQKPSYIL
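Read-out: % PE-positive cells | Test system: HUVEC | Doses: One compound dose added by pin transfer | Buffer or medium: EGM-2 over gelatin coat | Signal: Immunofluorescence imaging | Benchmarks: TNF-alpha, DMSO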
ERp5 block = inhibitors of ERp5-driven insulin aggregation, primary screen, biochemical, turbidity, absorbance 650 nm, single point; Protein disulfide-isomerase A6 (Homo sapiens), Q15084; 90 min; inhibition, % at 9.99 µM; 350,000 compounds, 0.05% hits;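 active = mean replicate inhibition above about 25%, with every replicate also reaching it, limit read from the data, passing the limit was not always enough; inconclusive = only one of those two criteria met; inactive = neither criterion met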
XiGFP reactiv = activators of inactive X chromosome reactivation, primary screen, imaging, XiGFP fibroblasts, GFP high-content imaging, set 2. XiGFP mouse fibroblasts, % GFP-positive cells imaging, 3 d; cells co-treated with 5-aza-dC sensitizer; scaled so ellipticine positive control = 100%. activation, % at 7.58 µM. 360,000 compounds, 0.055% hits;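 active = mean normalized replicate activation at least 10% and every replicate at or above 10%; inconclusive = only one of the two criteria met; inactive = mean below 10% and not all replicates reach 10%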;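 also: 0% = median of on-plate neutral control wells and 100% = ellipticine 6 µM median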
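Assay system – SV40-immortalized XiGFP fibroblast cells, line 68-5-11 · Buffer or medium – DMEM supplemented with 5-aza-dC as sensitizing agent · Dosing – one concentration, pinned · Benchmarks – positive control ellipticine, 6 µM final · Times – 3 days compound exposure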
RAD52 inh = RAD52 DNA annealing inhibitors, primary screen, biochemical, FRET, single point, set 2; DNA repair protein RAD52 homolog (Homo sapiens), P43351; recombinant RAD52 DNA annealing, FRET fluorescence; inhibition, % at 18.7 µM; 360,000 compounds, 0.46% hits;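 active = every replicate showing at least 50% inhibition; inconclusive = mean inhibition at least 50% but not in every replicate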
ERAP1 HTS inh = human ERAP1 aminopeptidase inhibitors, primary screen, biochemical, single point, plate reader | Endoplasmic reticulum aminopeptidase 1 (Homo sapiens), Q9NZ08 | recombinant ERAP1, Leu-AMC fluorescence, 60 min | inhibition, % at 10.7 µM | 340,000 compounds, 0.15% hits | AID 652197, 2013;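 active = mean replicate inhibition of at least 30%, or all replicates individually reaching that 30% level; inactive = mean below 30% and not every replicate reaching it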;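 also: 0% = neutral control wells and 100% = L-leucinethiol positive control wells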
S100A4 inh HTS = inhibitors of S100A4-myosin IIA peptide binding, primary screen, biochemical, fluorescence polarization, TAMRA-MyoIIA peptide. inhibition, % at 10.7 µM. 360,000 compounds, 0.14% hits;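 active = mean inhibition of at least 70% across replicates, with every replicate also reaching that level; inconclusive = mean inhibition reaches 70% but some replicates fall short; inactive = mean inhibition below 70%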
Target sequence (P26447 whole entry, looked up): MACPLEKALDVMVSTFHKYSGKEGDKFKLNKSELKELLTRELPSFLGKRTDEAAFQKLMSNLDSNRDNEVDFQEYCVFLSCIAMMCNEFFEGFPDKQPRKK
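Compound dosing: one dose per compound; test system: human S100A4 monomer with TAMRA-labelled myosin IIA peptide; probe or stimulus: TAMRA-labelled myosin IIA heavy-chain peptide probe, 5 nM; medium: HEPES buffer with Ca2+, pH 7.2; schedule: 5 min incubation before reading; benchmarks: neutral control DMSO, positive control TFP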
esBAF inh = Bmi1 luciferase reporter increase in mESCs, primary screen, esBAF inhibitor project, mouse ES cells, Bmi1 luciferase knock-in, single point; 24 h; 100% = twice the neutral-well signal; 350,000 compounds, 2% hits; AID 602393, 2012; reporter increase, % at 12.5 µM; in the data active = activation above about 40%; inconclusive = no clear call, values can overlap the other calls;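 also: 0% = median of the plate's neutral control wells and 100% = double that signal; a rise in the Bmi1 reporter signal indicates esBAF inhibition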
* marks the source's active call; other numbers are inactive results; ? = inconclusive; . = not tested or not shown.

Each structure is followed by: RAD54 inh | E-selectin induc | ERp5 block | XiGFP reactiv | RAD52 inh | ERAP1 HTS inh | S100A4 inh HTS | esBAF inh
CC(NC(=O)CCC(=O)c1cccs1)c1ccccc1 (configuration not stated)
→ -17 | . | -2 | 0.2 | -12 | 2 | 7 | -6
COc1cccc(CN2CC(C(=O)NCc3ccc(C)c(F)c3)CCC2=O)c1 (configuration not stated)
→ -2 | 0.1 | 7 | 0.0 | 6 | 3 | 1 | 9
COc1ccc(S(=O)(=O)N2CCOCC2)cc1NC(=O)CSc1nnc2c(n1)[nH]c1ccccc12
→ 0 | 6.0 | 5 | 0.0 | -6 | . | -1 | 5
COc1ccc(OC)c(S(=O)(=O)N2CCC(C(=O)NCc3ccccn3)CC2)c1
→ 3 | . | 7 | 0.4 | 0 | 0 | -22 | -6
C[C@H]1CCCCO[C@H](CN(C)Cc2ccc(Cl)c(Cl)c2)[C@@H](C)CN([C@@H](C)CO)C(=O)c2cc(NS(C)(=O)=O)ccc2O1
→ -2 | 0.3 | 5 | -1.1 | -7 | 5 | -10 | 5
COCc1cn(CC[C@H]2CC[C@H](NC(=O)c3ccccc3)[C@H](CO)O2)nn1
→ -4 | 0.1 | 3 | 0.1 | -7 | -1 | 4 | -7
C[C@@H]1CN([C@@H](C)CO)C(=O)c2cc(NC(=O)CCCN(C)C)ccc2O[C@H]1CN(C)S(=O)(=O)c1cn(C)cn1
→ -3 | 1.0 | 2 | 0.0 | 4 | 0 | 7 | 8
CCC(=O)NNc1nc2c(F)cc(F)cc2s1
→ 4 | 0.0 | -4 | 0.8 | -7 | -1 | 0 | -5
C/C=C/C1=CC(=O)C[C@H](c2ccc(F)cc2)C1
→ 4 | -0.2 | 8 | -0.2 | -9 | -3 | -3 | 1
Cc1ccc(NC(=O)COC(=O)CNC(=O)c2ccco2)cc1
→ -2 | 1.4 | -2 | 0.0 | 2 | -1 | -9 | 7
CN1CCc2nc(NC(=O)COc3ccc(C#N)cc3)sc2C1
→ . | 0.4 | 0 | 0.3 | 15 | . | -2 | .
COCC#Cc1cnc2c(c1)C(=O)N([C@@H](C)CO)C[C@@H](C)[C@@H](CN(C)C(=O)Nc1cccc(F)c1)O2
→ 9 | -0.1 | -4 | -1.3 | -12 | -1 | -1 | 0
CCCCN(C(=O)C(C)Oc1ccc(Cl)cc1)c1c(N)n(CCCC)c(=O)[nH]c1=O (configuration not stated)
→ -4 | 0.1 | 0 | -0.1 | -10 | 1 | 0 | -5
Clc1ccccc1OCc1nnc2n1CCCCC2
→ 4 | 0.1 | -2 | 0.1 | -7 | . | 6 | .
CN(Cc1ccccc1)C(=O)c1nc[nH]c1C(=O)N(C)Cc1ccccc1
→ -6 | 0.2 | 2 | -0.4 | -5 | . | -27 | 12
Cc1nn(CC(=O)NCC(C)c2ccccc2)c(=O)c2cccn12 (configuration not stated)
→ 1 | . | 2 | 0.0 | -7 | 0 | 3 | 5
N#CCCN(C(=O)COC(=O)CCc1c[nH]c2ccccc12)c1ccc(F)cc1
→ -6 | 0.5 | 6 | 0.0 | -7 | 1 | 0 | .
CCS(=O)(=O)Nc1ccc2c(c1)C(=O)N(C)[C@H]1CC[C@H](CC(=O)NC3CCCCC3)O[C@@H]1CO2
→ 6 | 0.2 | 0 | 0.1 | -3 | 2 | 43 | 0
C[C@H]1CN([C@@H](C)CO)C(=O)c2cc(NS(=O)(=O)c3ccc(Cl)cc3)ccc2O[C@H]1CN(C)Cc1ccc(-c2ccccc2)cc1
→ -1 | -0.2 | -1 | -0.6 | -9 | 1 | -1 | -8
CCOC(=O)c1c(C)[nH]c(C)c1C(=O)COC(=O)/C=C/c1ccc(OC)cc1
→ 9 | 1.7 | 6 | 0.2 | -5 | 0 | -5 | .
O=C(C[C@@H]1CC[C@H]2[C@@H](COC[C@H](O)CN2Cc2ccccc2)O1)NCCCN1CCOCC1
→ 1 | 0.0 | 9 | 0.0 | 12 | 0 | -8 | -1
COc1ccccc1CNC(=O)C[C@H]1CC[C@H](NC(=O)CN(C)C)[C@H](CO)O1
→ 5 | -0.1 | 1 | 0.1 | -8 | 2 | -2 | -4
COc1ccc(Cl)cc1NC(=O)CN(C)C(=O)Cn1cnc2c1c(=O)n(C)c(=O)n2C
→ -1 | -0.4 | 2 | 0.1 | -5 | 2 | 3 | 1
Cc1ccccc1OCC(O)Cn1c2ccccc2c2ccccc21 (configuration not stated)
→ -6 | . | ? | . | -12 | -4 | -1 | -3
CCN(C(=O)CSc1nc2ccccc2n1CC)C1CCS(=O)(=O)C1 (configuration not stated)
→ -1 | -0.2 | 4 | 0.0 | -13 | 3 | 3 | 0
COC(=O)c1ccc(Cl)cc1N(Cc1c(F)cccc1Cl)S(C)(=O)=O
→ -4 | . | -2 | 0.3 | -10 | 2 | -16 | .
Cc1ccc2nc(C(F)C(F)(F)F)[nH]c2c1 (configuration not stated)
→ . | . | -6 | 0.1 | -25 | -2 | 5 | 30
O=C(Nc1ccccc1)Oc1ccc[nH]c1=O
→ 6 | 0.2 | 3 | 0.0 | -13 | 1 | 3 | 12
CCS(=O)(=O)Nc1ccc2c(c1)C(=O)N(C)[C@H]1CC[C@H](CC(=O)NC3CCCCC3)O[C@H]1CO2
→ 1 | -0.3 | 0 | 0.0 | 5 | -4 | 3 | 2
O=C(Nc1ccc(-n2cc(Cl)cn2)cc1)c1ccncc1
→ -10 | 0.3 | 2 | -0.1 | -8 | 1 | -6 | 15
COc1ccc(N2CCN(C(CNC(=O)c3cccs3)c3ccco3)CC2)cc1 (configuration not stated)
→ 0 | 0.1 | -10 | 0.0 | -4 | 2 | 1 | 17
O=C1NC[C@H](Cc2ccccc2)N(CCc2cccc(F)c2)C1=O
→ -5 | 1.9 | 7 | 0.0 | -4 | 0 | 1 | 13
COC(=O)C(CC#Cc1ccc2c(c1)[C@]1(C(=O)N2)[C@H](c2ccccc2OCCO)N2[C@H](c3ccccc3)[C@H](c3ccccc3)OC(=O)[C@H]2[C@@H]1C(=O)Nc1nc2ccccc2s1)C(=O)OC
→ 5 | . | -3 | . | -19 | -1 | -12 | .
C[C@H]1CN([C@@H](C)CO)C(=O)c2cccc(NC(=O)c3cnccn3)c2O[C@@H]1CN(C)Cc1ccccc1
→ -5 | -0.1 | 0 | -1.2 | -1 | -1 | -6 | -7
CCOc1ccc(S(=O)(=O)Nc2ccc(C(=O)NCC(c3ccco3)N(C)C)cc2)cc1 (configuration not stated)
→ -2 | 0.1 | -1 | -0.1 | -11 | -1 | -3 | .
CCNc1nc(CN2CCCCC2)nc2scc(-c3ccccc3)c12
→ -1 | . | -4 | 0.3 | -25 | 3 | -4 | -4
C[C@@H]1CN([C@@H](C)CO)C(=O)c2cccc(NC(=O)c3cnccn3)c2O[C@@H]1CN(C)Cc1ccncc1
→ 12 | -9.0 | 4 | 0.1 | . | 2 | 9 | -2
CC(C)(C)OC(=O)N1CCC(C(=O)Nc2ccc(C(=O)N3CCOCC3)cc2)CC1
→ -9 | -0.2 | 0 | 0.0 | -15 | -5 | 0 | -6
O=C(Cn1cnc2cc([N+](=O)[O-])ccc2c1=O)Nc1cccc(S(=O)(=O)N2CCOCC2)c1
→ . | . | -3 | 0.2 | 3 | -2 | -5 | .
COc1ccc(C#Cc2ccc3c(c2)[C@]2(C(=O)N3)[C@H](C(=O)N3CCCCCCC3)[C@H]3C(=O)O[C@H](c4ccccc4)[C@H](c4ccccc4)N3[C@@H]2c2ccccc2OCCO)cc1
→ 9 | . | 1 | . | -52 | -2 | 26 | .
Cc1cnc(C(=O)OC(C)C(=O)NCc2ccccc2)cn1 (configuration not stated)
→ -4 | 1.1 | 14 | -0.1 | 0 | -4 | -1 | 0
CC(=O)Nc1ccc(S(=O)(=O)NCCC(=O)OC(C)C(=O)NC2(C#N)CCCCC2)cc1 (configuration not stated)
→ 5 | . | 2 | 0.3 | -9 | -3 | -8 | -2
CCOC(=O)[C@H]1[C@H]2COc3ccc(Br)cc3[C@@H]2N2C(=O)CN(CC3CCCO3)C(=O)[C@@]12C (some centres not stated)
→ -9 | 0.1 | -1 | 0.0 | -12 | . | 1 | 0
CCOC(=O)c1nn(-c2ccc(F)cc2)c(=O)c2c(N)scc12
→ -1 | . | 0 | 0.5 | -8 | -3 | -2 | 3
OCC1(Cc2cccc(C(F)(F)F)c2)CCN(Cc2cc3ccccc3o2)CC1
→ . | . | 1 | 0.1 | -2 | -3 | -5 | .
CCOC(=O)C1(CCOc2ccccc2)CCN(Cc2cccc(OC)c2O)CC1
→ 9 | 9.5 | 2 | 0.0 | -14 | 1 | -13 | -9
CCOCCCNCc1cc(Cl)cc(Cl)c1OCC
→ . | 0.1 | 4 | 3.2 | 1 | 1 | 0 | -10
COc1ccc(S(=O)(=O)N(C)C[C@@H]2Oc3cc(C#CC4CCCC4)ccc3S(=O)(=O)N([C@@H](C)CO)C[C@@H]2C)cc1
→ 1 | 5.3 | -2 | 0.1 | -3 | -2 | -2 | 2
Cc1ccc(S(=O)(=O)Nc2cccc3c2O[C@@H](CN(C)C(=O)Nc2ccc(C(F)(F)F)cc2)[C@@H](C)CN([C@H](C)CO)C3=O)cc1
→ -3 | -0.1 | -2 | -0.1 | 5 | -5 | 4 | 1
COc1ccc(Cn2nnnc2CN(CCCN2CCOCC2)Cc2cc3cc(OC)ccc3[nH]c2=O)cc1
→ . | . | 4 | 0.0 | 1 | 10 | -5 | .
CCc1nc2ccc(C(=O)Nc3ccc(OC)c(OC)c3)cn2c1N(CC)Cc1ccc(OC)c(OC)c1
→ -5 | -0.3 | -4 | 0.2 | 15 | -3 | 3 | -11
COc1ccccc1C(=O)Nc1ccc(C)cc1C(=O)c1ccccc1
→ . | -0.4 | 2 | 0.0 | 8 | 3 | -4 | .
COc1ccc(CN(C)C[C@H]2OCCCC[C@H](C)Oc3ccc(NC(=O)c4ccncc4)cc3C(=O)N([C@@H](C)CO)C[C@@H]2C)cc1
→ -6 | -0.1 | -5 | 0.3 | 3 | 0 | 1 | -9

Random excerpt: two records from the list.
Each structure is followed by: RAD54 inh | E-selectin induc | ERp5 block | XiGFP reactiv | RAD52 inh | ERAP1 HTS inh | S100A4 inh HTS | esBAF inh
COc1ccc(S(=O)(=O)N(C)C[C@@H]2Oc3cc(C#CC4CCCC4)ccc3S(=O)(=O)N([C@@H](C)CO)C[C@@H]2C)cc1
→ 1 | 5.3 | -2 | 0.1 | -3 | -2 | -2 | 2
COc1ccc(CN(C)C[C@H]2OCCCC[C@H](C)Oc3ccc(NC(=O)c4ccncc4)cc3C(=O)N([C@@H](C)CO)C[C@@H]2C)cc1
→ -6 | -0.1 | -5 | 0.3 | 3 | 0 | 1 | -9

An unsorted share of the library; any-hit rate near 2.5%.
